Assay outcomes as filed in PubChem BioAssay.
Ub-GFP proteasome: ubiquitin-GFP accumulation via proteasome inhibition. Ubiquitin-GFP reporter cells, proteasome inhibition, GFP fluorescence; response scale: untreated = 0%, 10 µM MG-132 = 100%. Potency, µM (top dose mostly 45.9 µM), without a hit: at the top dose activation (GFP accumulation), actives largely listed as activators. 67,000 tested, under 10 active. AID 526; active = well fitted activation curve with a large enough effect, not every such curve was filed as active; inconclusive = small, poorly fitted or top-dose-only effect, or another doubt; inactive = no such curve, though single readings can be large or run the other way; also: potency is read from the fitted curve at half-maximal effect
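GFP accumulation read-out: laser plate cytometry counting ubiquitin(G76V)-GFP-expressing U2OS cells after 4 hr compound exposure at 37 °C. Titrations spanned 46 uM to 2.9 nM; 0% = basal, 100% = 10 uM MG-132; concentration-response curves fitted.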
Rhodamine fluor: rhodamine region autofluorescence | max dye-equivalent concentration, M | AID 594 | Rhodamine-region fluorescence, 547/598 nm, Tris buffer; active compounds read high | actives 0.05% (n = 59,000); in the data active = max dye-equivalent concentration above about 11 nM; inconclusive = between about 1.1 nM and that limit
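A six-point rhodamine series on each plate calibrates the signal. Compounds sit in 100 mM Tris (pH 8.0) for 15 min at ambient temperature before imaging through 547 nm/598 nm filters.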
HADH2 inhib: inhibitors of human HADH2 dehydrogenase; Q99714; recombinant HADH2, NADH fluorescence, beta-hydroxybutyryl-CoA; Potency, µM (top dose mostly 57.1 µM), for inactives: at the highest dose activity change, negative = inhibition, hits mostly inhibitors; actives 3.4% (n = 73,000); AID 886; also: potency is read from the fitted curve at half-maximal effect; % is scaled to controls: 0 for no effect and ±100 for the full control effect; nearly all actives have a fitted effect of over 60% in size; many of its hits are not listed in these tables
Target sequence (Q99714 whole entry, looked up, one chain of several): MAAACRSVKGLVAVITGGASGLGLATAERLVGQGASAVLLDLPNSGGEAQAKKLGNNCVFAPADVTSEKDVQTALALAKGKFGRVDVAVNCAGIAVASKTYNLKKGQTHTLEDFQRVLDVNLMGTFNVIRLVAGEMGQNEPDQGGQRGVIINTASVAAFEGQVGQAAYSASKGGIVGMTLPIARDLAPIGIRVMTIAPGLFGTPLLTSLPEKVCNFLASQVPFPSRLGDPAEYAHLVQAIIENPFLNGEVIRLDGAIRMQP
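His-tagged recombinant enzyme from E. coli, 20 nM, preincubated 15 min RT with compound; reaction started with 1 mM NAD+ and 90 uM beta-hydroxybutyryl-CoA in 100 mM Tris-HCl pH 9.0. NADH fluorescence (ex 360/em 450) read over 4 min; last-minus-first difference.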
ALOX15 inhib: inhibitors of human 15-lipoxygenase (ALOX15); P16050; purified 15hLO-1, xylenol orange hydroperoxide absorbance; Potency, µM (doses to about 57.1 µM), for the others: at the top dose activity change, negative = inhibition, actives largely listed as inhibitors; actives 1.4% (n = 74,000); also: potency is read from the fitted curve at half-maximal effect; % is scaled to controls: 0 for no effect and ±100 for the full control effect; nearly all actives have a fitted effect of over 55% in size
Target sequence (P16050 whole entry, looked up): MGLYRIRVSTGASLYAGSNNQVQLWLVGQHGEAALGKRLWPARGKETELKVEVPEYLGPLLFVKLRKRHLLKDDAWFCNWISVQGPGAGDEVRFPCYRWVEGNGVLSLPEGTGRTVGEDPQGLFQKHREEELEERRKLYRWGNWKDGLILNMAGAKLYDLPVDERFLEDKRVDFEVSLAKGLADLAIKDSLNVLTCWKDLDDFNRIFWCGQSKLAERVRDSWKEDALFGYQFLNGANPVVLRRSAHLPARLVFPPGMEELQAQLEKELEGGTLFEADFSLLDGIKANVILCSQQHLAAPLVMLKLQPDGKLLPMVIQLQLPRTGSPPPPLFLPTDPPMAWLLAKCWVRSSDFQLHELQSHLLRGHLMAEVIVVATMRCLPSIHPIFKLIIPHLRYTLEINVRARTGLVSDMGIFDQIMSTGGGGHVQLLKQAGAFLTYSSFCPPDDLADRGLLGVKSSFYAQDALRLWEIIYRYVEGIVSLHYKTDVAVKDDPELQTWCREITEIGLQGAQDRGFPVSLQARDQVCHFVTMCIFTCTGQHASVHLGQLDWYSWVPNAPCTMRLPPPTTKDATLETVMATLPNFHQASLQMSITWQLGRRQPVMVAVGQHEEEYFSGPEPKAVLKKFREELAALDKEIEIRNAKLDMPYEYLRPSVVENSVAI
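Hydroperoxide formed from arachidonic acid (50 uM) by purified human 15hLO-1 (40 nM) oxidizes ferrous iron, and the ferric-xylenol orange complex is read at 573 versus 405 nm. Compounds were preincubated 15 min; reaction ran 6 min at room temperature.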
Pol III holo inh: inhibitors of bacterial DNA polymerase III holoenzyme; Potency, µM (series often up to 57.1 µM), for inactives: at the highest dose activity change, negative = inhibition; reconstituted DNA polymerase III holoenzyme replication, biochemical; actives 0.25% (n = 71,000); AID 603; also: potency is read from the fitted curve at half-maximal effect; % is scaled to controls: 0 for no effect and ±100 for the full control effect
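Reconstituted *E. coli* holoenzyme (0.35 nM Pol III, 1 nM beta, 154 nM SSB, 2 nM primase) was preincubated with compound for 15 min at RT. Synthesis on 1.4 nM ssM13Gori ran 35 min, then was stopped with PicoGreen/EDTA and read as dsDNA fluorescence.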
GFP derepression: epigenetic modulators derepressing GFP locus in mouse cells; Potency, µM (top dose mostly 46.1 µM), for the others: at the top dose GFP derepression (activation); mouse C127i GFP locus derepression, cytometry, 30 h; actives 0.09% (n = 68,000); also: % of control where 0% means no effect
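Derepression screen: silenced CMV-GFP reporter in murine C127i cells, 30 h compound incubation at 37 C, washed cells imaged by laser-scanning cytometer to enumerate GFP-expressing objects of 20 to 120 um.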
HBB splice mod: modulators of hemoglobin beta chain splicing | HBB splicing reporter cell assay, activation; EGFP reporter with mutant IVS2-654 intron; response scale: normalised to 500 nM splice-correcting PNA | Potency, µM (top dose mostly 46.1 µM), for inactives: at the highest dose activation, most hits filed as activators | actives 0.06% (n = 65,000) | AID 925; also: potency is read from the fitted curve at half-maximal effect; 0% is about no effect
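HeLa cells stably expressing EGFP interrupted by mutant beta-globin intron 2 (IVS2-654), 500/well in 2% FCS. Treated with compound for 2 days at 37C. Splicing correction scored as total well GFP intensity (488 nm excitation, 500-520 nm emission); 500 nM antisense PNA served as control.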
4-MU autofl: compound fluoresces in the 4-MU spectral region | actives 11% (n = 59,000) | max dye-equivalent concentration, M | AID 589 | compound autofluorescence, 340/450 nm, 4-MU equivalents; active compounds read high; in the data active = max dye-equivalent concentration above about 10 nM; inconclusive = mostly about 1.1 nM to 9.6 nM
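Compounds in 100 mM Tris, pH 8.0, incubated 15 min at room temperature, then fluorescence read at 340 nm excitation/450 nm emission. Signal converted to 4-MU dye-equivalent concentration using an on-plate six-point 4-MU standard curve.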
TexasRed autofl: compound fluoresces in the Texas Red spectral region | Compound fluorescence, Texas Red channel, 547/618 nm; active compounds read high | max dye-equivalent concentration, M | actives 0.06% (n = 59,000); in the data active = max dye-equivalent concentration above about 10 nM; inconclusive = between about 1.1 nM and that limit
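Pin-transferred compounds and Texas Red standards go into 100 mM Tris buffer, pH 8.0. After 15 min at room temperature, plates are imaged with 547/618 nm filters. Each value is a dye-equivalent concentration derived from the per-plate dye curve.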
Fluorescein fluor: compound autofluorescence in fluorescein spectral region | Compound autofluorescence, 480/540 nm, fluorescein-equivalent; active compounds read high | max fluorescein-equivalent concentration, M | actives 0.91% (n = 59,000) | AID 593; in the data active = max fluorescein-equivalent concentration above about 10 nM; inconclusive = between about 1.1 nM and that limit
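Autofluorescence profiling; 100 mM Tris, pH 8.0; incubation 15 min at RT; ex/em 480/540 nm; result as fluorescein-equivalent concentration.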
Hsp90 Hop PPI: changes Hsp90-Hop TPR2A binding signal, up or down | AlphaScreen TPR2A-His6 binding biotin-Hsp90 C-terminal peptide | Potency, µM (doses to about 57 µM), for the others: top-dose activity change, negative = inhibition | actives 0.44% (n = 71,000) | AID 595; active = well fitted curve in either direction with a large enough effect; inconclusive = small, poorly fitted or top-dose-only effect, or another doubt; also: potency is read from the fitted curve at half-maximal effect; % is scaled to controls: 0 for no effect and ±100 for the full control effect; many of its hits are not listed in these tables
* marks the source's active call; other numbers are inactive results; i = inactive; ? = inconclusive; / = not tested or not shown; [ ] = another dose, or the depositor's remark. Unless noted, calls follow the shape of the dose curve; as a rule, active = well fitted curve in the direction sought with a large enough effect; inconclusive = small, poorly fitted or top-dose-only effect, or another doubt; inactive = no such curve, though single readings can be large; an effect the other way counts as inactive or inconclusive. These rows are one share of the data; count on the stated rates, not on these rows.

SMILES | Ub-GFP proteasome | Rhodamine fluor | HADH2 inhib | ALOX15 inhib | Pol III holo inh | GFP derepression | HBB splice mod | 4-MU autofl | TexasRed autofl | Fluorescein fluor | Hsp90 Hop PPI
O=C(NCc1cccnc1)c1cc(S(=O)(=O)N2CCCCC2)ccc1Cl | 14% | i | 3% | 9% | -1% | 7% | 0.2% | i | ? | ? | 0%
CCc1ccc2c(c1)c1nc(C)sc1n2CC | 0% | i | 5% | 9% | -5% | 3% | -0.5% | i | i | i | -2%
CCOc1ccc(NC(=O)C(C)Sc2nnc(C)n2C)cc1 (stereo unspecified) | -15% | / | 1% | 2% | -6% | 0% | 0.6% | / | / | / | 0%
COc1c(Cl)ccc(Cl)c1C(=O)NC(=O)N1CCOCC1 | -1% | i | -2% | 5% | -1% | 2% | 2.0% | ? | i | ? | -2%
Cc1cc(C)nc(N2CCN(c3nc(C)cc(C)n3)CC2)n1 | 0% | i | 5% | 5% | 4% | 0% | 5.2%[57.5 µM] | 2.6e-08M* | ? | i | 1%
COc1ccccc1C(=O)NCCN1CCN(C(=O)c2ccccc2OC)CC1 | 2% | i | -2% | 5% | -4% | 0% | -0.1% | i | i | i | -2%
CCCCCC(=O)N(O)C1CC(=O)N(c2ccccc2)C1=O (stereo unspecified) | 2% | i | -12% | 10% | 1% | -1% | -1.8%[57.5 µM] | i | i | i | -4%
COc1cccc(NC(=O)Cn2c(SCC(=O)N3CCOCC3)nc3ccccc32)c1 | -2% | i | 11% | -9% | -5% | 3% | / | i | i | i | -4%
CCCCn1c(CCCNC(=O)CC)nc2ccccc21 | -3% | / | 13% | 7% | -1% | / | -0.8% | / | / | / | -3%
O=C(OCC#CCSc1nc2ccccc2o1)c1ccco1 | 6% | i | -4% | 1% | 7% | 0% | 6.5%[0.369 µM] | i | i | i | ?
O=C(NCc1cccnc1)C1c2ccccc2C(=O)N1C1CCCCCCC1 (stereo unspecified) | -3% | i | 2% | 7% | 0% | 4% | 0.9% | i | i | i | -2%
COCCn1c(Cc2ccccc2)nnc1SCC(=O)NC(C)(C)C | -1% | i | 6% | 2% | -4% | 0% | / | i | i | ? | 1%
CC1=C(C(=O)Nc2cccc(C)n2)C(c2ccc3c(c2)OCO3)C2=C(CC(c3ccco3)CC2=O)N1 (stereo unspecified) | 9% | i | ? | -13% | -4% | 0% | 0.3% | 8e-08M* | ? | i | 4%
O=C(CSc1ncnc2c1oc1ccccc12)c1cccs1 | -2% | i | 10% | -2% | -1% | 0% | 2.0%[1.84 µM] | i | i | i | 2%
O=C(O)CSc1nnc(-c2ccncc2)n1CCc1ccccc1 | 6% | i | 8% | 5% | -10% | -1% | -0.3% | i | i | i | -2%
O=C(NCc1cccs1)C1CC(=O)N(C2CCCC2)C1 (stereo unspecified) | -7% | i | 3% | 3% | -6% | 6% | -0.7% | i | i | i | 0%
O=C(CN1CCN(Cc2ccccc2F)C1=O)NCCN1CCOCC1 | 6% | / | -3% | -1% | -3% | -2% | -1.0% | / | / | / | -2%
Cc1ccc(C)c2[nH]c(=O)c(CN(Cc3nnnn3C3CCCCC3)CC3CCCO3)cc12 (stereo unspecified) | 0% | i | 0% | -3% | 2% | 3% | / | i | i | i | 1%
CCC(C)(C)NC(=O)C(c1ccco1)N(C(=O)c1csnn1)c1cccc(F)c1 (stereo unspecified) | 0% | i | -6% | 7% | -4% | -2% | / | i | i | i | -2%
Cc1ccc(CNC(=O)C2CCN(S(=O)(=O)N3CCOCC3)CC2)cc1 | -1% | i | 9% | 7% | -2% | 2% | -2.0% | ? | i | i | -3%
CCOC(=O)C1=C(C)NC(=O)NC1c1ccc(OC(C)C(=O)O)c(OC)c1 (stereo unspecified) | -3% | i | 0.2µM* | 25µM* | -8% | 3% | -0.5% | 1.6e-06M* | i | i | 13µM*
O=C(/N=C1\NC(=O)C(F)(C(F)(F)F)S1)NC1CCCCC1 (stereo unspecified) | -1% | i | 3.2µM* | 10µM* | -6% | 10% | 9.3% | i | i | i | -5%
COc1cccc(-n2c(=O)[nH]cc(C(=O)Nc3ccc(NC(C)=O)cc3)c2=O)c1 | -1% | / | -25% | -11% | 0% | / | 0.5% | / | / | / | -4%
COc1ccc(NS(=O)(=O)c2coc(C(N)=O)c2)cc1Cl | 3% | / | -2% | 1% | -2% | 3% | -0.4% | / | / | / | 1%
COc1cc(NC(=O)c2ccccc2)c(OC)cc1NC(C)=O | 5% | i | 5% | 4% | -4% | 2% | -1.0% | i | i | i | ?

Record cards, from the list above. Values in the order: Ub-GFP proteasome	Rhodamine fluor	HADH2 inhib	ALOX15 inhib	Pol III holo inh	GFP derepression	HBB splice mod	4-MU autofl	TexasRed autofl	Fluorescein fluor	Hsp90 Hop PPI
Results for O=C(CN1CCN(Cc2ccccc2F)C1=O)NCCN1CCOCC1 = 6%	/	-3%	-1%	-3%	-2%	-1.0%	/	/	/	-2%
Results for CCOc1ccc(NC(=O)C(C)Sc2nnc(C)n2C)cc1 (stereo unspecified) = -15%	/	1%	2%	-6%	0%	0.6%	/	/	/	0%
Results for O=C(CSc1ncnc2c1oc1ccccc12)c1cccs1 = -2%	i	10%	-2%	-1%	0%	2.0%[1.84 µM]	i	i	i	2%
Results for COc1cc(NC(=O)c2ccccc2)c(OC)cc1NC(C)=O = 5%	i	5%	4%	-4%	2%	-1.0%	i	i	i	?
Results for CCc1ccc2c(c1)c1nc(C)sc1n2CC = 0%	i	5%	9%	-5%	3%	-0.5%	i	i	i	-2%

(more compounds)
SMILES | Ub-GFP proteasome | Rhodamine fluor | HADH2 inhib | ALOX15 inhib | Pol III holo inh | GFP derepression | HBB splice mod | 4-MU autofl | TexasRed autofl | Fluorescein fluor | Hsp90 Hop PPI
O=C(Nc1cc(N2CCOCC2)ncn1)Nc1cccc2ccccc12 | 1% | i | 8% | 2% | 1% | 0% | 0.4% | ? | ? | i | -7%
CCn1c(-c2ccc(OC)c(OC)c2)n[nH]c1=S | 6% | i | ? | -9% | -1% | 0% | 1.4% | i | i | ? | -2%
COc1ccccc1NC(=O)N(Cc1ccco1)Cc1cc2c(C)ccc(C)c2[nH]c1=O | 3% | i | -29% | ? | -2% | -1% | -0.4%[57.5 µM] | i | ? | i | -2%
Cc1cc(NC(=O)c2cccc(S(=O)(=O)N3CCCCCC3)c2)n(-c2ccccn2)n1 | 0% | i | 15% | -8% | -8% | -2% | -0.3% | i | i | ? | -2%
CCN(Cc1cc2cccc(C)c2[nH]c1=O)C(=O)c1ccccc1OC | 0% | i | -1% | 2% | -2% | -2% | 3.3%[1.84 µM] | 1.3e-08M* | ? | i | -3%
O=C1CC(c2ccc3c(c2)OCO3)c2cc3c(cc2N1)OCO3 (stereo unspecified) | 1% | i | -7% | -25% | 6% | 0% | -1.4% | i | i | ? | -15%
COc1ccc2nc(Nc3nc(C)c(C(C)=O)s3)sc2c1 | -3% | i | -13% | ? | -7% | ? | -0.2% | i | i | ? | 0%
N#Cc1c(/N=C/N2CCOCC2)sc2c1CCCCC2 | 1% | / | -1% | -7% | 2% | 0% | -1.1% | / | / | / | -9%
COc1ccc(C2CC(=O)N3C(=C2C#N)SCC3(O)c2ccccc2)cc1 (stereo unspecified) | 16% | i | -13% | -24% | -4% | 9% | -3.0% | i | ? | i | -7%
CCc1ccccc1NC(=O)CSc1nnc([C@@H](NC(=O)OC(C)(C)C)C(C)C)o1 | / | i | 4% | 11% | 2% | 0% | 0.4%[0.369 µM] | i | i | i | 1%
Cc1cc(C)c(C#N)c(SCC(=O)N2CCCCC2)n1 | -5% | i | ? | -17% | 4% | 2% | 0.3% | i | ? | i | -3%
COc1ccc(CCCC(=O)O)c(C)c1 | 8% | i | -6% | 11%[11.4 µM] | -6% | -2% | -0.8% | i | i | i | 1%
COc1ccccc1-c1noc(-c2ccccc2)n1 | -1% | i | -2% | -4% | 3% | -2% | -1.9% | i | i | i | 10%
CCOCC(=O)Nc1nc2ccc(OCC)cc2s1 | -8% | i | 6% | 6% | 3% | 8% | -0.7% | ? | i | ? | -2%
C=CCSc1nc2c(c(=O)[nH]c(=O)n2C)n1C/C=C(/C)Cl | 5% | i | -3% | 3% | -4% | -3% | -0.4%[57.5 µM] | i | i | i | 3%
